TSG101-PTAP inh = blocks PTAP/TSG101 interaction to inhibit HIV-1 budding; Fluorescence polarization, FITC-PTAP peptide / Tsg101 binding; Potency, µM (top dose mostly 115 µM), for inactives: top-dose activity change, negative = inhibition, most hits filed as inhibitors; 340,000 tested, under 10 active; AID 493005; active = well fitted inhibition curve with a large enough effect in the main read-out, with a control signal flat, not every such curve was filed as active; inconclusive = small, poorly fitted or top-dose-only effect, or effect the other way, or a change in a side signal; inactive = no such curve, though single readings can be large or run the other way; also: potency is read from the fitted curve at half-maximal effect; % of control where 0% means no effect
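Fluorescence polarization binding of Tsg101 binding domain (10 uM final) to FITC-labeled PTAP peptide (50 nM final) in HEPES pH 7.5 buffer with NaCl, Tween 20, EDTA, TCEP. Compounds added before peptide; binding 20 min at RT.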
Integrin act MD = activates integrin-mediated alleviation for muscular dystrophy. alpha7betagal myoblasts, beta-gal FDG fluorescence, 48 h. Potency, µM (series often up to 38.3 µM), for inactives: at the top dose activation, usual class: activators. AID 624291. actives 0.064% (n = 350,000);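 also: potency is read from the fitted curve at half-maximal effect; 100% = response of the positive control SU9516; nearly all actives have a fitted effect of over 60% in size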
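alpha7betagal+/- myoblasts (passage 13, 250/well) treated 48 h at 37C with compounds at 1:260 dilution of DMSO stock. Lysed, then beta-galactosidase activity read as FDG fluorescence (ex 480/em 540) after 30 min, with pre-read for autofluorescence.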
ASM inhibitor = inhibitors of human secretory acid sphingomyelinase | actives 0.006% (n = 340,000) | AID 504937 | P17405 | placental ASM, HMU-PC fluorogenic substrate, 60 min | Potency, µM (highest dose often 57.5 µM), inactives show at the highest dose activity change, negative = inhibition, hits mostly inhibitors; also: potency is read from the fitted curve at half-maximal effect
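Fluorescence read-out (Ex 386 nm, Em 447 nm) after stopping the reaction at pH 10. Enzyme: ASM from human placenta; substrate HMU-PC0, 9 uM final; 60 min, 37 °C. Compound preincubation 10 min, ambient temperature.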
BRCA1 expr up = BRCA1 expression activation | MCF7-BRCA1-FFLuc reporter, luminescence, 48 h; response scale: scaled: vehicle 0%, 10 µM genistein 100% | Potency, µM (highest dose often 46.1 µM), for the others: at the highest dose activation, most hits filed as activators | actives 1.1% (n = 380,000) | AID 624202; also: potency is read from the fitted curve at half-maximal effect; nearly all actives have a fitted effect of over 80% in size; some results filed as inactive show a strong effect at the top dose
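MCF7 cells carrying a BRCA1-firefly luciferase reporter (2000 cells/well, phenol-red free MEM) were attached for 2 h at 37 °C, then given compounds for 48 h. Luminescence was read 15 min after luciferase reagent; activity normalized to genistein (10 microM) and DMSO.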
p53 reactivation = mutant p53 re-activation in reporter cells. H1299 p53-A138V BP100-luciferase reporter, luminescence, 24 h. actives 0.063% (n = 320,000). Potency, µM (titrated, usually from 92.2 µM), for inactives: top-dose activity change, positive = activation, most hits filed as activators; also: potency is read from the fitted curve at half-maximal effect; % of control where 0% means no effect; nearly all actives have a fitted effect of over 45% in size
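p53-null H1299 cells stably carrying temperature-sensitive p53-A138V and a BP100-luciferase reporter were pinned with compounds (4-point, 1:5 series) and held 24 hrs at 37 deg C. Luminescence was read 10 min after detection reagent.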
TRPV1 agonist = agonists of human vanilloid receptor 1 (TRPV1); AID 540275; activation, % at 8.33 µM; actives 0.19% (n = 320,000); TRPV1-expressing cells, Fluo-8 calcium influx, agonist mode; in the data active = activation above about 80%; inconclusive = between about 30% and that limit; also: 0% is about no effect
Target sequence (Q8NER1 whole entry, looked up): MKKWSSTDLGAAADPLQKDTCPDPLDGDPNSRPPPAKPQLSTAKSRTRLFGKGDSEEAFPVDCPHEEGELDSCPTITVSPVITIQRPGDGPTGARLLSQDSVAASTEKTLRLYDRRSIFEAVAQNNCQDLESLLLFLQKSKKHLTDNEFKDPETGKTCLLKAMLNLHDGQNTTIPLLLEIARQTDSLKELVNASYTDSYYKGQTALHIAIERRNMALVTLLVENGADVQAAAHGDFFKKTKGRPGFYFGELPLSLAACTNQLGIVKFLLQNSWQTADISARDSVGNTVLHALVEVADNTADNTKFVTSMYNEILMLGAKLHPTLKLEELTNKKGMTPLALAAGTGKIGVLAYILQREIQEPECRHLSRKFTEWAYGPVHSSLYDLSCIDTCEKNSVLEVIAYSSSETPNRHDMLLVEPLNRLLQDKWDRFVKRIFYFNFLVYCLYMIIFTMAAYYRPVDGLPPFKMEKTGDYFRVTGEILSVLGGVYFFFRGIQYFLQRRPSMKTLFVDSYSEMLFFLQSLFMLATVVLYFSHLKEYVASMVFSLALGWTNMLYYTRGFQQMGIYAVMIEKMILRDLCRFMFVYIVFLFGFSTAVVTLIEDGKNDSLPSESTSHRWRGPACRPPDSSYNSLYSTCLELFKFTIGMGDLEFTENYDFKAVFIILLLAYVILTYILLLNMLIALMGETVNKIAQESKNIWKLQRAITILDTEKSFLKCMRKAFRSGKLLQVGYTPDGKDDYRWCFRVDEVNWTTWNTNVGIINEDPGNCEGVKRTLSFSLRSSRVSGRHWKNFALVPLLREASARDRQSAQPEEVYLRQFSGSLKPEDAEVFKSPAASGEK
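Cells expressing TRPV1 were dye-loaded with Fluo-8 and read kinetically: 10 s baseline, 3 min after compound (agonist portion), then 2 min after EC20 capsaicin (allosteric enhancer portion). Calcium-bound dye fluorescence at 480/520 nm.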
B2AR arrestin = agonists driving beta-arrestin recruitment to human beta2-adrenergic receptor | P07550 | beta-arrestin recruitment to beta2AR, cell-based reporter | Potency, µM (highest dose often 46.1 µM), for inactives: at the highest dose activation, hits mostly activators | actives 0.02% (n = 330,000) | AID 492947;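 also: potency is read from the fitted curve at half-maximal effect; 0% = DMSO controls and full agonism = EC100 isoproterenol or metaproterenol; nearly all actives have a fitted effect of over 65% in size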
Eya2 inh = inhibitors of human Eya2 phosphatase activity | recombinant Eya2, OMFP fluorescence dephosphorylation (OMFP is methylfluorescein phosphate) | Potency, µM (highest dose often 76.9 µM), without a hit: top-dose activity, negative = inhibition, usual class: inhibitors | actives 0.006% (n = 330,000); also: potency is read from the fitted curve at half-maximal effect; % is scaled to controls: 0 for no effect and ±100 for the full control effect
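Eya2 protein (added as 0.2 uM solution) was preincubated with compound for 10 min at ambient temperature in 50 mM HEPES pH 7.5, 50 mM NaCl, 5 uM MgCl2, 0.05% BSA, 1 mM DTT. OMFP (added at 50 uM) then reacted 10 min; fluorescence read at 485/525 nm.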
ELG1 genotox = genotoxicity induction in ELG1-luciferase HEK293T cells; Potency, µM (series often up to 46 µM), for the others: at the highest dose activity change, positive = activation, actives largely listed as activators; HEK293T ELG1-luciferase reporter, luminescence, 16 h; actives 1.3% (n = 330,000); also: potency is read from the fitted curve at half-maximal effect; % of control where 0% means no effect; nearly all actives have a fitted effect of over 60% in size
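Reporter readout depends on ELG1 protein level, which increases with genetic stress. After 16 hr compound exposure at 37 °C, luciferase activity was quantified using ONE-Glo.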
USP2a block = inhibitors of human ubiquitin-specific protease USP2a | O75604 | USP2 core, Ub-CHOP2 coupled fluorogenic reporter, 485/531 | Potency, µM (series often up to 38.3 µM), for inactives: at the highest dose activity change, negative = inhibition, hits mostly inhibitors | actives 0.01% (n = 330,000) | AID 463254;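 also: potency is read from the fitted curve at half-maximal effect; plate controls were DMSO wells for no effect and full inhibition by NEM control for full effect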
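USP2 core (10nM final) preincubated 30min RT with compound in 20mM Tris-HCl pH 8.0, 2mM CaCl2, 2mM beta-mercaptoethanol, 0.05% CHAPS; 25nM Ub-CHOP2 plus 25nM reporter substrate added, fluorescence (Ex485/Em531) read after 60min.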
uPA surface inh = blocks generation of uPA at the cell surface. cell surface uPA generation assay, qHTS. Potency, µM (highest dose often 38.3 µM), for inactives: at the top dose activity change, negative = inhibition, hits mostly inhibitors. actives 0.31% (n = 330,000); active = well fitted inhibition curve with a large enough effect; inconclusive = small, poorly fitted or top-dose-only effect; inactive = no such curve, though single readings can be large or run the other way; tested in mouse RAW 264.7 cells; also: potency is read from the fitted curve at half-maximal effect; % is scaled to controls: 0 for no effect and ±100 for the full control effect; nearly all actives have a fitted effect of over 55% in size
The depositor's hits bear a star; ? = inconclusive; . = not tested or not shown; & = joins results of further samples; [ ] = dose if it differs, or a comment. Unless noted, calls follow the shape of the dose curve; as a rule, active = well fitted curve in the direction sought with a large enough effect; inconclusive = small, poorly fitted or top-dose-only effect, or another doubt; inactive = no such curve, though single readings can be large; an effect the other way counts as inactive or inconclusive.

Start of the listing, in advance, 7 compounds:
SMILES	TSG101-PTAP inh	Integrin act MD	ASM inhibitor	BRCA1 expr up	p53 reactivation	TRPV1 agonist	B2AR arrestin	Eya2 inh	ELG1 genotox	USP2a block	uPA surface inh
Cc1cc(NC(=O)c2sc(Nc3ccc(F)cc3)nc2N)no1	-5%	-7%	-2%	68%	1%	-3	0.1%	?	5%	1%	1%
COc1ccc(-n2nnnc2/C(=C/N(C)C)C(=O)c2ccccc2)cc1	-4%	-10%	2%	-1%	-2%	0	-0.5%	-2%	2%	1%	17%
COCCNC(=O)CCC(=O)NNc1nc2ccccc2c2nc(-c3ccccc3)nn12	-1%	-7%	-2%	-45%&-8%	4%	2	0.0%	3%	2%	13%	-2%
C=CCn1c(SC(C)C#N)nc2sc(CC)cc2c1=O (stereo unspecified)	-4%	2%	-1%	-15%	0%	20	-0.3%	-4%	1%	0%	-5%
Cc1cc(NC(=O)c2ccno2)no1	-3%	-12%	1%	-11%	10%	1	-0.3%	-6%	-1%	2%	-1%
CC(=O)N1CC[n+]2c(-c3ccc(Cl)cc3)csc21	-9%	0%	16%	4%	12%	5	-0.3%	-3%	-1%	1%	-22%
CCO/C=C1\C(=O)N(CC)c2ccccc21	-1%	23%	0%	1%	-17%	20	0.1%	-3%	-2%	2%	7%

All compounds of this part, previewed entries included:
SMILES	TSG101-PTAP inh	Integrin act MD	ASM inhibitor	BRCA1 expr up	p53 reactivation	TRPV1 agonist	B2AR arrestin	Eya2 inh	ELG1 genotox	USP2a block	uPA surface inh
Cc1cc(NC(=O)c2sc(Nc3ccc(F)cc3)nc2N)no1	-5%	-7%	-2%	68%	1%	-3	0.1%	?	5%	1%	1%
COc1ccc(-n2nnnc2/C(=C/N(C)C)C(=O)c2ccccc2)cc1	-4%	-10%	2%	-1%	-2%	0	-0.5%	-2%	2%	1%	17%
COCCNC(=O)CCC(=O)NNc1nc2ccccc2c2nc(-c3ccccc3)nn12	-1%	-7%	-2%	-45%&-8%	4%	2	0.0%	3%	2%	13%	-2%
C=CCn1c(SC(C)C#N)nc2sc(CC)cc2c1=O (stereo unspecified)	-4%	2%	-1%	-15%	0%	20	-0.3%	-4%	1%	0%	-5%
Cc1cc(NC(=O)c2ccno2)no1	-3%	-12%	1%	-11%	10%	1	-0.3%	-6%	-1%	2%	-1%
CC(=O)N1CC[n+]2c(-c3ccc(Cl)cc3)csc21	-9%	0%	16%	4%	12%	5	-0.3%	-3%	-1%	1%	-22%
CCO/C=C1\C(=O)N(CC)c2ccccc21	-1%	23%	0%	1%	-17%	20	0.1%	-3%	-2%	2%	7%
O=C(NC1CCCCCCC1)c1cccc(Cl)c1	-4%	30%	-1%	?	?	?	0.2%	-2%	?	3%	1%
COc1ccc(C(=O)NNC(=O)c2ccccc2[N+](=O)[O-])cc1	0%	11%	3%	60%	26%	-2	-0.4%	5%	15%	4%	0%
C[C@H](CO)N1C[C@H](C)[C@@H](CN(C)S(=O)(=O)c2ccccc2)Oc2ccc(NC(=O)Nc3ccccc3)cc2C1=O	2%	13%	-11%	-29%	-3%	.	-0.2%	4%	-5%	-3%	9%
COc1ccccc1Nc1nnc(SCC(=O)c2cc(C)n(CC3CCCO3)c2C)s1 (stereo unspecified)	-8%	-27%	-6%	-12%	-3%	1	7.6%	-17%	-4%	1%	1%
CC1=Nc2ccccc2N=C(N)C1c1ccccc1 (stereo unspecified)	-15%	7%	1%	43%	3%	?	4.8%	5%	?	3%	-7%
CCOC(=O)C1(Cc2ccccc2C)CCCN(C(=O)c2ccoc2)C1 (stereo unspecified)	1%	31%	.	28%	27%	?	-0.1%	-3%	-3%	0%	2%
COc1ccc(N(Cc2ccco2)C(=O)c2ccccc2F)cc1OC	-4%	?	1%	-10%	-4%	16	0.1%	4%	-6%	0%	3%
COCCCNC(=O)c1ccc2c(=O)n(Cc3ccc(OC)cc3)c(=O)[nH]c2c1	2%	?	308%[activator]	4%&2%	0%	0	0.0%	0%	-3%	0%	2%
O=S1(=O)N=C(SCCO)c2ccccc21	-3%	-6%	6%	-2%	0%	-3	0.1%	2%	-2%	0%	-2%
CCOC(=O)N1CCN(C(=O)COC(=O)C2CCN(S(=O)(=O)c3c(Cl)cccc3Cl)CC2)CC1	4%	-11%	3%	-8%	-4%	2	-0.8%	-1%	1%	1%	15%
CCN1CNC(=S)N(Cc2ccccc2)C1	-1%	7%	0%	-3%	-8%	-2	0.1%	-16%	2%	-3%	-1%
Cc1cccc(N2CCN(C(=O)c3ccc4nc(N5CCCCC5)sc4c3)CC2)c1C	6%	1%	-7%	19%	3%	9	-0.8%	-4%	-4%	0%	0%
Cn1nccc1C(=O)c1ccc(Cl)cc1	-3%	29%	1%	13%	8%	.	0.5%	6%	0%	0%	4%

Record cards, from the list above.
Entry for `COCCCNC(=O)c1ccc2c(=O)n(Cc3ccc(OC)cc3)c(=O)[nH]c2c1` = TSG101-PTAP inh: 2%; Integrin act MD: ?; ASM inhibitor: 308%[activator]; BRCA1 expr up: 4%&2%; p53 reactivation: 0%; TRPV1 agonist: 0; B2AR arrestin: 0.0%; Eya2 inh: 0%; ELG1 genotox: -3%; USP2a block: 0%; uPA surface inh: 2%
Entry for `CCO/C=C1\C(=O)N(CC)c2ccccc21` = TSG101-PTAP inh: -1%; Integrin act MD: 23%; ASM inhibitor: 0%; BRCA1 expr up: 1%; p53 reactivation: -17%; TRPV1 agonist: 20; B2AR arrestin: 0.1%; Eya2 inh: -3%; ELG1 genotox: -2%; USP2a block: 2%; uPA surface inh: 7%

Next section.
SMILES	TSG101-PTAP inh	Integrin act MD	ASM inhibitor	BRCA1 expr up	p53 reactivation	TRPV1 agonist	B2AR arrestin	Eya2 inh	ELG1 genotox	USP2a block	uPA surface inh
COc1cccc(C(C(=O)NC2CCCC2)N(C(=O)c2ccco2)c2ccccc2)c1OC (stereo unspecified)	0%	?	4%	-26%	3%	8	-0.4%	-2%	-1%	1%	-11%
Cc1cc(C(=O)CN2C(=O)NC3(CCCc4sccc43)C2=O)c(C)n1-c1ccc(Cl)cc1 (stereo unspecified)	0%	-34%	-3%	-50%	-6%	-4	3.5%	3%	-1%	1%	-13%
Cc1[nH]c2ccccc2c1CCNC(=O)CCC(=O)c1ccccc1	0%	10%	-1%	4%	18%	-5	-0.9%	?	-4%	8%	-5%
CC(C)c1ccc(NC(=S)NCc2cccs2)cc1	0%	16%	-2%	84%	?	?	-0.2%	3%	?	4%	.
Cn1c(SCC(=O)NC(=O)NCc2ccco2)nnc1C(F)(F)F	-2%	-5%	2%	2%	-3%	2	0.5%	4%	-3%	8%	3%
O=C(NC(=S)NCc1ccccc1)c1cccs1	-3%	-22%	-8%	12%	5%	?	-0.4%	-3%	-4%	0%	-5%
CC(C)CN(C(=O)COC(=O)C1=COCCO1)c1c(N)n(Cc2ccccc2)c(=O)[nH]c1=O	-4%	4%	1%	-2%	7%	-2	-0.7%	18%	1%	1%	0%
CCOC(=O)N1CCN(C(=O)c2cc(Cl)c(Cl)cc2C(=O)O)CC1	0%	-1%	-3%	13%	0%	6	-0.2%	-13%	4%	1%	.
CCOC(=O)c1ccc(NC(=O)CSc2ncccn2)cc1	-8%	9%	0%	72%	3%	2	0.4%	-11%	?	1%	0%
Cc1cccc2c1N(C(=O)c1ccco1)C(C)(C)c1ssc(=S)c1-2	-7%	0%	0%	17%	2%	-4	13%	-12%	-8%	-1%	1%
O=C(Cc1ccccc1)Nc1cccc(NC(=O)c2cccs2)c1	-5%	-21%	-3%	-22%	-4%	19	0.9%	10%	1%	0%	-24%
CC(CC(=O)O)CC(=O)Nc1cccc([N+](=O)[O-])c1 (stereo unspecified)	1%	31%	-4%	1%	5%	1	-0.5%	9%	3%	9%	-6%
c1ccc(NC2=Nc3ccccc3CS2)cc1	-7%	4%	1%	3.5µM*	?	6	-0.1%	-5%	?	-1%	3%
CCCN1CCN(CCCNC(=O)Cn2nc(C)n3c(cc4cc(OC)ccc43)c2=O)CC1	-7%	-19%	3%	-12%	1%	8	-1.0%	-3%	1%	4%	19%
CCCCNC(=O)COC(=O)C1CCN(S(=O)(=O)c2ccc3c(c2)OCCO3)CC1	5%	1%	4%	0%	-1%	-2	0.0%	-4%	-3%	3%	6%

Screening data as filed in PubChem BioAssay.
